# aSyn 5UTR inh: MLPCN primary screen, SNCA 5' untranslated region. alpha-synuclein 5'UTR reporter, inhibitor activity. inhibition, % (tested at 7.5 µM). 300,000 tested, 0.82% active. AID 1813; in the data active = inhibition above about 60%; inconclusive = no clear call, values can overlap the other calls;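 also: H4 neuroglioblastoma cells stably carrying SNCA 5'UTR luciferase fusion; 0% = DMSO wells and 100% = positive control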
# KLF5 inh: suppresses KLF5 promoter-driven expression; DLD-1 KLF5 promoter-luciferase reporter, luminescence; 290,000 tested, 0.23% active; inhibition, % at 5 µM; AID 1700;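 active = inhibition above a per-plate limit of that plate's mean compound inhibition plus 3 SD, cut at about 60% in these data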;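 also: 0% = DMSO wells and 100% = LY294002 at 200 µM; higher means less KLF5 promoter-driven luciferase light; inactives centre near -14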
# IEC-6 tox: counter-screen for KLF5 inhibitors: cytotoxicity in IEC-6 cells. inhibition, % at 5 µM. IEC-6 cytotoxicity, luminescence viability. 290,000 tested, 0.78% active; in the data active = inhibition above about 22%;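 also: 0% = plate median of test compound wells and 100% = cytotoxic reference compound wells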
# HIF activator: HIF pathway transcriptional activation. activation, % at 7.5 µM (by protocol). U2OS HRE-luciferase reporter, luminescence; normalized: DMSO 0%, desferrioxamine 100%. 300,000 tested, 0.32% active;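 active = mean activation of at least 10% of the iron chelator positive control signal, with at least half of replicates also reaching 10%; inconclusive = mean and replicate majority disagree about reaching 10%; inactive = mean and most replicates under 10%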
# HSF1 inh: HSF1 inhibition. NIH3T3-HGL HSE-luciferase, MG132-induced, luminescence 8 h; stronger effect = lower value. activity change, negative = inhibition, % at 7.5 µM (by protocol). 300,000 tested, 0.77% active. AID 2098;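 active = more than half of replicate wells show activity change below -50%, luminescence cut by over half; inconclusive = some wells, but at most half, below -50%; inactive = no replicate well below -50%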;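 also: luciferase reports HSF-1 transcriptional activity via heat shock element; 0% = median of DMSO wells and -100% = zero luminescence signal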
# HSF1 activator: increases HSF-1 driven luciferase reporter signal. NIH3T3-HGL HSF-1 luciferase reporter, MG132, 8 h; 100% = twice DMSO control signal. activation, % at 9 µM. 300,000 tested, 1.7% active. AID 504408;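 active = mean replicate activation of at least 50% with a set share of replicates each reaching 50%; inconclusive = only one of those two conditions met; inactive = mean below 50% and too few replicates reaching it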;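 also: 0% = median of the neutral control wells and 100% = twice that signal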
# Platelet DG rel: modulates dense granule release in human platelets | AID 1663 | 300,000 tested, 0.22% active | human platelet-rich plasma, SFLLRN dense granule ATP release, luminescence | inhibition, %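 (compounds screened at 7.5 µM in platelet-rich plasma)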;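 active = mean replicate score, as percent of positive control, at or above 50; inconclusive = mean below 50 but at least one replicate at or above 50; inactive = mean and every replicate below 50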
# AI-2 QS modul: modulators of Vibrio harveyi AI-2 quorum sensing system. activity change, % at 7.5 µM. Vibrio harveyi JMH597 AI-2 luminescence/OD600 ratio, 9 h; stronger effect = lower value; strain lacks LuxN and CqsS sensors; 0 = neutral-control median. 300,000 tested, 0.4% active; in the data active = activity change below about -75%, passing the limit was not always enough; inconclusive = no clear call, values can overlap the other calls;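 also: luminescence divided by OD600 gain over 9 h not by final OD600 alone; inactives centre near 13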
# HDAC3 inh: inhibitors of human histone deacetylase 3. O15379. recombinant HDAC3, fluorogenic peptide/trypsin coupled, fluorescence. inhibition, % at 8.3 µM. 320,000 tested, 0.15% active; in the data active = inhibition above about 26%, passing the limit was not always enough; inconclusive = no clear call, values can overlap the other calls
# Target sequence (O15379 whole entry, looked up): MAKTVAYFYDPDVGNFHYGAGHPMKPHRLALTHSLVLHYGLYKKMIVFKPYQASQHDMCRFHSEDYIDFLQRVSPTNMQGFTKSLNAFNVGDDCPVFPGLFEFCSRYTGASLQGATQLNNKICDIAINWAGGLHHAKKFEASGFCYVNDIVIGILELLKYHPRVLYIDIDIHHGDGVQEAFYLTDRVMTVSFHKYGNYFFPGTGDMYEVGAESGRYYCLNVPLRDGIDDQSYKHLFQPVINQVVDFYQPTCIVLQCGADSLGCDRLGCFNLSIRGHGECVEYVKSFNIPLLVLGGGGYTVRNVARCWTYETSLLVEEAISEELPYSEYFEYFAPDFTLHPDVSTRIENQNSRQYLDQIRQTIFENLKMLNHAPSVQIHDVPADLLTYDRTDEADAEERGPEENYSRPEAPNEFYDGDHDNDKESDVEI
# HSP90 inh: HSP90 refolding inhibition in rabbit reticulocyte lysate. luciferase refolding luminescence, 3 h. inhibition, % at 5.6 µM. 290,000 tested, 0.91% active. AID 1789;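 active = inhibition above the screen-wide mean plus 3 SD, computed separately per campaign, cut at about 16% in these data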;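 also: 0% = DMSO wells and 100% = 60 µM geldanamycin wells; inhibitors lower the luminescence because luciferase stays unfolded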
# * = called active by the depositor; ? = inconclusive; / = no result given.
SMILES,aSyn 5UTR inh,KLF5 inh,IEC-6 tox,HIF activator,HSF1 inh,HSF1 activator,Platelet DG rel,AI-2 QS modul,HDAC3 inh,HSP90 inh
CCNC(=S)N=Nc1c(O)n(Cc2ccc(Cl)cc2)c2ccccc12,-25,-17,-4,-0.3,-6,-5,-17,6,/,-3
O=C(/C=C/c1ccccc1)NCC(=O)N/N=C/c1ccco1,-22,-5,3,0.3,-9,-6,-3,1,-4,4
COc1ccc(N(CC(=O)NCc2ccco2)S(=O)(=O)c2ccc(C)cc2)cc1OC,14,8,-5,0.0,-2,-7,-1,20,0,2
Oc1ccccc1Cn1nnc2ccccc21,14,-28,0,0.3,-1,-8,0,9,-7,2
Oc1ccccc1C1=Nc2ncnn2C(c2ccccc2)C1 (centres undefined),-68,-2,7,-0.3,-1,3,6,8,-1,2
CCOC(=O)c1c(NC(=O)Nc2cccc(Cl)c2)sc(C)c1C,2,7,-1,0.0,5,3,-2,20,-4,-1
Cc1cccc(NC(=O)Cn2c(=O)n3nc(CCn4nc(C)cc4C)nc3c3ccccc32)c1,-5,13,-3,-0.5,1,17,1,14,8,1
Cc1ccc[n+](-c2nc3ccccc3nc2[N-]S(=O)(=O)c2ccccc2)c1,3,-21,2,-1.0,-7,-15,4,16,2,0
CCOc1ccccc1NC(=O)C(OC(=O)c1cnccn1)c1ccccc1 (centres undefined),-2,/,/,-4.1,3,-8,-1,27,-10,/
COc1ccc(S(=O)(=O)NCC(=O)N(CC(=O)NCc2ccccc2)Cc2ccco2)cc1,3,-2,-5,2.1,-5,-12,17,11,-1,3
O=[n+]1cc(-c2cccc3ccccc23)n([O-])c2c1CCC2,14,-33,-2,0.2,-1,4,-20,7,-2,1
Cc1ccc2nc(NC(=O)CCn3c(=O)sc4ccccc43)sc2c1,-5,-32,-5,-0.1,-1,14,-3,17,-4,-1

# Arranged by length of the SMILES (highest first): part of the list above.
SMILES,aSyn 5UTR inh,KLF5 inh,IEC-6 tox,HIF activator,HSF1 inh,HSF1 activator,Platelet DG rel,AI-2 QS modul,HDAC3 inh,HSP90 inh
Cc1cccc(NC(=O)Cn2c(=O)n3nc(CCn4nc(C)cc4C)nc3c3ccccc32)c1,-5,13,-3,-0.5,1,17,1,14,8,1
O=[n+]1cc(-c2cccc3ccccc23)n([O-])c2c1CCC2,14,-33,-2,0.2,-1,4,-20,7,-2,1
Oc1ccccc1C1=Nc2ncnn2C(c2ccccc2)C1 (centres undefined),-68,-2,7,-0.3,-1,3,6,8,-1,2

# Next part
SMILES,aSyn 5UTR inh,KLF5 inh,IEC-6 tox,HIF activator,HSF1 inh,HSF1 activator,Platelet DG rel,AI-2 QS modul,HDAC3 inh,HSP90 inh
NC(N)=NS(=O)(=O)c1ccc(NC(=S)NC(=O)c2ccncc2)cc1,10,-36,-9,-0.2,-4,15,-1,19,9,-4
CC(=O)N1c2ccc(S(=O)(=O)NCCC(=O)NC3CCCC(C)C3C)cc2CC1C (centres undefined),6,-36,1,1.3,-3,1,-3,19,1,1
COc1ccc(NC(=O)[C@@H](NC(=O)c2ccccc2F)C(C)C)cc1S(=O)(=O)N1CCOCC1,26,-27,-5,0.1,-1,0,-7,45,-2,1
COc1ccccc1NS(=O)(=O)c1cc(C(=O)NCCC(C)C)ccc1F,-19,-18,-3,0.0,0,-12,8,12,2,1
Cc1cccc(C)c1NS(=O)(=O)c1ccc2c(c1)C(=O)c1ccccc1C2=O,-20,4,5,-0.5,-1,27,-11,-6,-4,1
Cc1cc(C)cc(C(=O)NCC(=O)N2CCN(c3cccc(Cl)c3)CC2)c1,16,12,5,-0.2,1,-2,-4,8,-1,3
O=C1C2CCCN2C(c2cccc(F)c2)N1c1cccc(Cl)c1 (centres undefined),3,-21,7,-0.3,1,-1,5,17,-6,1
O=C(COc1ccccc1)OCc1cc2ccccc2[nH]c1=O,16,-6,-3,/,0,13,-3,5,-3,-3
Cn1nc(C(F)(F)F)c(/C=N/OC(=O)c2ccccc2Cl)c1SCc1ccc(Cl)cc1,5,-12,2,-0.3,10,32,-2,31,5,-9
Cc1cc(C)cc(OCCCCn2cncn2)c1,8,-26,-2,0.0,-5,-18,-5,26,0,-1
C=CCn1c(SCC(=O)NC(=O)c2cccc([N+](=O)[O-])c2)nnc1-c1ccccc1,-2,-31,-8,0.0,-2,-6,-6,41,2,-2
COc1cc(NS(=O)(=O)c2ccc(Cl)cc2)c(C(=O)O)cc1OC,-13,-12,-2,-0.2,2,-13,21,62,0,-2
COC(=O)c1cc(S(=O)(=O)NCCc2cccc(C)c2)cn1C,7,-11,-8,-0.4,-2,-9,-1,52,0,-3
COc1ccc(NC(=O)CN2CCCN(S(=O)(=O)c3ccc(F)cc3)CC2)c(OC)c1,16,-26,-1,-0.4,-6,7,-3,56,-2,-2
COC(=O)CCC(=O)c1oc2ccc(OC)cc2c1N,-62,-117,-1,1.6,28,31,1,33,-2,5
CS(=O)(=O)N(Cc1ccccc1)c1ccc(C(=O)NC2CCCCC2O)cc1 (centres undefined),18,-10,-3,1.0,6,-8,1,27,-9,1
Cc1cc(C)n(CC2CC(=O)N(c3ccc(Cl)cc3)C2=O)n1 (centres undefined),5,-1,-8,-0.6,-2,2,-8,18,-6,-2
Cn1cccc1CC(=O)NNC(=S)Nc1ccc(Cl)cc1,8,3,0,-0.1,-3,5,10,9,2,-1
OC1CCCN(C(=S)NCc2ccccc2)C1 (centres undefined),5,-18,2,-0.1,4,17,0,1,1,-1
O=C(NCC(c1cccnc1)N1CCOCC1)C1CCCCC1 (centres undefined),4,-23,-1,-0.5,-10,-14,5,24,0,-1
O=C(CS(=O)(=O)Cc1ccccc1)Nc1ccc(S(=O)(=O)N2CCOCC2)cc1,33,-12,2,-0.5,-2,-3,2,18,-3,1
Cn1c(SCc2ccc(F)cc2)nnc1-c1ccncc1,-55,-22,-13,-5.7,16,17,0,36,1,0
COc1ccc(/C=C(\C#N)C(=O)N2COCC2(C)C)cc1,1,8,4,0.6,4,7,10,28,1,0
O=C(CN1CCN(Cc2ccccc2Cl)C1=O)NCC1CCCO1 (centres undefined),17,/,/,-0.2,1,-5,-19,-3,-4,/
COc1ccccc1NS(=O)(=O)c1ccc(NC(=O)CCNC(=O)c2ccco2)cc1,10,-3,4,-0.1,-3,12,11,0,1,5
O=C(O)CSc1nccc2ccccc12,-2,1,-6,0.0,12,7,-2,10,1,-3
Cc1ccccc1NC(=O)Nc1ccc2c(c1)OCO2,-129,-117,4,1.5,?,-63,30,9,/,1
Cc1occc1C(=O)Nc1cccnc1,12,7,1,-0.2,2,-6,4,17,0,0
Cc1nnc(SCC(=O)NC2CCCCC2)s1,3,-33,4,0.0,1,14,2,6,9,-1
COc1ccc(S(=O)(=O)N2CC(O)C[C@H]2C(=O)OCC(=O)N2CCCCCC2)cc1 (some centres undefined),-9,0,1,-0.3,-3,-1,1,5,-3,0
Cc1ccc(S(=O)(=O)N2CCN(C3CCC(c4ccccc4)CC3)CC2)cc1 (centres undefined),-17,-38,-5,-0.1,-2,4,1,-5,?,1
CC1(C)CC(=O)C2=C(C1)Oc1ncn(CCO)c(=N)c1C2c1ccccc1 (centres undefined),-7,26,2,0.1,-12,-11,-41,-5,0,-5
Cc1ccc(SCC(=O)c2cc(C)c(OC(=S)N(C)C)c(C)c2)cc1,-155,-15,2,2.5,6,14,-4,8,3,8
COc1ccc(C(CC(=O)c2ccccc2)CC(=O)c2ccccc2)cc1,14,-14,-1,0.0,2,7,-4,27,?,3
COc1ccc(C2/C(=C(/O)c3ccccc3)C(=O)C(=O)N2c2ccccn2)cc1 (centres undefined),-30,-22,1,1.9,6,-7,-8,13,2,-4
O=C(c1ccco1)N1CCN(C(=O)c2ccccc2OCc2ccc(Cl)cc2)CC1,23,/,/,0.2,7,11,9,24,?,/
FC(F)Oc1ccc(NC(=S)N2CCN(Cc3ccccc3)CC2)cc1,-5,-22,-6,-0.7,-6,-14,0,3,0,-1
CC(C)(C)n1nnnc1C(c1ccncc1)N1CCN(c2ccc(O)cc2)CC1 (centres undefined),-1,-31,-1,-0.1,2,6,11,10,-2,-3
CC12CCC(C(=O)N/N=C/c3ccc(O)cc3)(OC1=O)C2(C)C (centres undefined),-3,8,-1,-0.1,-3,-8,-1,16,11,0
CCn1c(=O)n(CC)c2cc(N3CCCC3)c(NC(=O)c3cc(Cl)ccc3OC)cc21,-4,-8,2,-1.3,4,18,1,6,-6,-2
CN(C)C(=O)c1ccc2c3c(cccc13)CC2,-8,0,-1,-0.1,0,-25,2,18,10,5
CC(C)(C)NC(=O)NC(=O)CSc1nnc2ccccn12,11,-12,-5,-0.2,-3,10,2,18,-11,0
Cc1c(S(=O)(=O)N2CCN(c3ccccc3)CC2)c(=O)n(C)c(=O)n1C,-4,-12,3,-0.1,-3,-9,-10,3,?,-1
O=C(CSCc1cccc(F)c1)N1CCN(c2ccccc2)CC1,-199,-23,-10,2.7,22,34,-1,19,7,-2
CCn1ncc(Br)c1C(=O)Nc1cc(C(=O)OC)ccc1C(=O)OC,-42,-3,-4,0.3,-3,6,7,3,1,6
CCOc1ccc(N(CC(=O)NC2CCCC2)C(=O)c2ccc(C)s2)cc1,-35,2,-3,0.2,-2,-26,22,8,-5,-3
Cc1ccc(-c2nnc(NC(=O)c3ccc([N+](=O)[O-])o3)o2)c(C)c1,-64,/,/,-0.3,-4,-4,-11,?,/,/
O=c1cc[nH]c2ccc([N+](=O)[O-])cc12,2,3,6,1.1,3,12,-1,23,2,-3
CCCCCCCCOC(=O)c1nc(Cl)c(Cl)c(N)c1Cl,-30,-14,-4,-0.8,-5,-4,3,31,6,3
C=CCN1C(=O)N(/C=C/C)c2cccc3cccc1c23,28,0,0,-0.6,0,-9,-8,-2,-1,0
CC(C)N1CCC(=NNc2ccc(S(=O)(=O)N3CCOCC3)cc2[N+](=O)[O-])CC1,-15,-34,-4,-0.4,0,6,6,5,2,-3
O=C(CC(c1ccccc1)c1ccccc1)OCn1nnc2ccccc2c1=O,-6,-61,-3,-0.6,11,36,-33,1,-4,0
O=C(COC(=O)c1cc(S(=O)(=O)N2CCOCC2)ccc1O)Nc1cc(S(=O)(=O)N2CCCC2)ccc1Cl,2,-13,2,-0.3,4,-2,-1,19,-3,-2
COc1ccccc1CNC(=O)Cn1ccsc1=N,-6,-9,0,0.5,-4,5,1,18,-1,5
COc1cc(C2=NOC(C(=O)NC3CCCCC3)C2)cc(OC)c1OC (centres undefined),4,3,3,-0.3,1,0,0,38,-2,0
COc1ccccc1/C=C/C=N/NC(=O)CN1CCN(Cc2ccccc2)CC1,8,-23,1,-0.9,-5,3,2,11,0,0
Cc1cccc(NC(=O)CSc2ccc(-c3cccs3)nn2)c1C,-13,7,0,0.3,12,48,-55,-15,-3,0
CN(C(=O)CC1C(=O)NCCN1C/C=C/c1ccccc1)C1CCOCC1 (centres undefined),5,-31,-6,0.0,-5,-21,4,12,-3,4
COc1ccccc1-c1ccc(SCC(=O)NCc2ccc3c(c2)OCO3)nn1,-6,-10,-6,-0.1,0,24,12,1,5,0
N#Cc1cc(N2CCCCC2)c([N+](=O)[O-])cc1C#N,33,1,-5,-0.1,-15,-33,-9,3,1,5

# High-throughput results (PubChem)
